CF NFkB block – inhibitors of cystic fibrosis induced NF-kB; KKLEB NF-kB-GFP reporter, PAF-induced, GFP fluorescence overnight; inhibition, % at 5 µM; 360,000 tested, 0.86% active; AID 588850;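 active = at least 50% inhibition at 5 µM, scaled per plate between neutral and stimulator controls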;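 note: PAF is a Pseudomonas aeruginosa culture filtrate used as stimulus; plate controls were PAF-stimulated DMSO wells for no effect and unstimulated DMSO wells for full effect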
TRAIL sens C8 – sensitizes caspase-8 expressing cells to TRAIL | NB7+C8 cells + TRAIL, ATPlite viability luminescence | inhibition (viability loss, TRAIL sensitization), % at 10 µM | 360,000 tested, 1% active | AID 624354;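 active = compounds causing at least 50% loss of cell viability in the single-dose screen, relative to plate controls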
TROY signal inh – TROY signaling inhibition | 360,000 tested, 0.98% active | Q293 LMP1-TROYcd NF-kB luciferase reporter, 4 h | inhibition, % at 10 µM;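 active = compounds whose plate-normalised and pattern-corrected inhibition of the luciferase reporter signal at the single screening dose is 50% or more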
LMP1 NFkB inh – reduces LMP1-driven NF-kappaB luciferase signal; LMP1-induced NF-kappaB luciferase reporter cells, luminescence; inhibition, % at 12.5 µM; 350,000 tested, 0.69% active; in the data active = inhibition above about 41%;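 note: 0% = neutral control wells and 100% = reference inhibitor control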
KKLEB cytotox – CF airway cell cytotoxicity counter-screen; KKLEB CF airway cells viability, ATPlite luminescence, overnight; hits give low values; cells stimulated with P. aeruginosa culture filtrate; activity change (cytotoxicity), % at 5 µM; 360,000 tested, 0.36% active;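 active = corrected activity change at or below -50% at 5 µM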
TWEAK Fn14 block – inhibitors of TWEAK-Fn14 interaction signaling. TWEAK-stimulated Fn14 reporter cells, luciferase luminescence, 8 h. inhibition, % at 10 µM. 360,000 tested, 2% active. AID 1159606; in the data active = inhibition above about 50%
Shn3 inh set2 – reduces Shn3 3'UTR luciferase signal in osteoblasts; inhibition, % at 12.5 µM; Clone20 osteoblast Shn3 3'UTR firefly luciferase, 24 h; 360,000 tested, 0.52% active;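 active = mean inhibition of at least 75% with every replicate also reaching 75%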;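 note: 0% = median of neutral control wells and 100% = pilot-screen positive control compound; some compounds past the cut are filed as inactive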
SRC3 inh – human NCOA3 inhibition; HEK293 GAL4-SRC3 luciferase reporter, luminescence; inhibition, % at 3.6 µM; Q9Y6Q9; 360,000 tested, 0.17% active;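 active = inhibition above a per-campaign cutoff, the mean of all compounds plus 3 SD, cut at about 60% in these data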;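 note: 0% = DMSO-treated cells and 100% = gossypol-treated cells at 36 µM; higher means less SRC3-driven luciferase light from the GAL4 reporter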
Target sequence (Q9Y6Q9 whole entry, looked up, the tested form may be a part): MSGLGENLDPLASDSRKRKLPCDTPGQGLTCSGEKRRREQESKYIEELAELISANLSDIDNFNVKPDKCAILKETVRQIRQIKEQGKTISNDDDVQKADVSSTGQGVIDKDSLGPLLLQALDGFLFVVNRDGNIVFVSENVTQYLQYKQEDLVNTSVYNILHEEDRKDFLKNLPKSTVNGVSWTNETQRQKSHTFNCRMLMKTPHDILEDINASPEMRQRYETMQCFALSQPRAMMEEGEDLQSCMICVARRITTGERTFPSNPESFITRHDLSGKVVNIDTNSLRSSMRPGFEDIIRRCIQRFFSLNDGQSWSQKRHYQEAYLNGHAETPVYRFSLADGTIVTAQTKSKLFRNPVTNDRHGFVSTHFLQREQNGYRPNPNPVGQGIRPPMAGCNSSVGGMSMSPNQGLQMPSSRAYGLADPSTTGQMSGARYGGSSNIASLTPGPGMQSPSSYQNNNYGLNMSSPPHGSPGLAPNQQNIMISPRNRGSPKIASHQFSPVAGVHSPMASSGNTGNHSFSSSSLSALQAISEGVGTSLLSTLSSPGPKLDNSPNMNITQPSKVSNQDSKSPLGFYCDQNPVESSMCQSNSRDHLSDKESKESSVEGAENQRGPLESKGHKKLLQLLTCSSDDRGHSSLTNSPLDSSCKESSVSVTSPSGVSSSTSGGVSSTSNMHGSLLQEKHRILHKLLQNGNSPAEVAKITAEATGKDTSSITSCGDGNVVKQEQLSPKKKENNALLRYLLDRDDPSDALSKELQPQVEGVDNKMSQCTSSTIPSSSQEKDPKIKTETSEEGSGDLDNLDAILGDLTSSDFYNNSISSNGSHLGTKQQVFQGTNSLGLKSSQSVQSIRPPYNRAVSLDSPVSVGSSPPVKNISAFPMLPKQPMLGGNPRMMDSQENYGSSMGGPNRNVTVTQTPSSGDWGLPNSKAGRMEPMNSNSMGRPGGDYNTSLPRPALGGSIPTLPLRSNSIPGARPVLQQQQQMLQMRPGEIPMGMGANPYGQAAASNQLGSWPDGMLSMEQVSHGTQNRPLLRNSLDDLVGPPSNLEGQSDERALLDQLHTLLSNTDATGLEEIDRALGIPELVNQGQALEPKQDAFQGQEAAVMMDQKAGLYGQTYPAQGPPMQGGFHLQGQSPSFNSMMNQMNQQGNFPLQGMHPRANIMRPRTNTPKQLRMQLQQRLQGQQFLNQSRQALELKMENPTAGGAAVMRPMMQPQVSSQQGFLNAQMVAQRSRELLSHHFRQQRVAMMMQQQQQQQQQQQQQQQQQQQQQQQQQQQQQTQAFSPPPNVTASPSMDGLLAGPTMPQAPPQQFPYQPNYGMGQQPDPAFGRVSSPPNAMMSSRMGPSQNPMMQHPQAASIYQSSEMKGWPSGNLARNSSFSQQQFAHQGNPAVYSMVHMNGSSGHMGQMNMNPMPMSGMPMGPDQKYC
NR5A2 inv ag – suppresses constitutive activity of human LRH-1 | O00482 | HEK293T StAR-luciferase reporter, LRH-1 transfected, 24 h | inhibition, % at 3.6 µM | 360,000 tested, 0.13% active;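 active = inhibition above the mean inhibition of all tested compounds plus 3 SD, cut at about 73% in these data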;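 note: 0% = DMSO wells and 100% = reporter-only cells lacking LRH-1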
NCOA1 inh – human NCOA1 inhibition | AID 588354 | inhibition, % at 3.6 µM | 360,000 tested, 0.12% active | HEK293 GAL4-SRC1 luciferase reporter, luminescence | Q15788;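 active = inhibition above the campaign mean plus 3 SD, with each screening campaign given its own cutoff, cut at about 60% in these data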;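 note: 0% = DMSO treated cells and 100% = gossypol at 36 µM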
COUP-TFII inh – blocks human COUP-TFII nuclear receptor; P24468; 370,000 tested, 0.7% active; inhibition, % at 8.6 µM; HEK293T NGFI-A luciferase reporter, luminescence;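 active = inhibition above a per-plate cutoff, mean inhibition of test wells between control levels plus 3 SD, cut at about 38% in these data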;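 note: cells cotransfected with COUP-TFII expression vector driving the NGFI-A reporter; 0% = median of COUP-TF2 test wells and 100% = reporter-only cells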
The depositor's hits bear a star; / = not tested or not shown.

SMILES	CF NFkB block	TRAIL sens C8	TROY signal inh	LMP1 NFkB inh	KKLEB cytotox	TWEAK Fn14 block	Shn3 inh set2	SRC3 inh	NR5A2 inv ag	NCOA1 inh	COUP-TFII inh
CCOc1cc(C(=O)Nc2ccccc2N2CCOCC2)ccc1OCC(=O)N1CCOCC1	-2	-3	5	4	-14	-8	4	-9	7	-29	20
C=CCc1cccc2cc(C(=O)Nc3ccccc3C(=O)O)c(=O)oc12	-9	-21	47	26	0	46	-15	27	6	-3	41*
Cc1ccccc1OCCn1c(C)nc2ccccc21	17	10	10	4	-6	11	14	14	13	15	30
COc1cc2nc(CN(CCC(C)C)Cc3nc4cc(OC)c(OC)cc4c(=O)[nH]3)[nH]c(=O)c2cc1OC	-3	13	21	11	5	-6	-6	0	-7	-9	-3
CSc1nccc(NC(=O)c2cccc(Br)c2)n1	-24	3	2	28	8	11	30	-6	2	4	-6
COc1ccc2sc(N(CCCN(C)C)C(=O)c3ccc(S(=O)(=O)N4CCCc5ccccc54)cc3)nc2c1	5	42	-17	-17	-15	-43	11	-27	-30	-7	6
Cc1ccc(C(=O)Nc2ccon2)cc1S(=O)(=O)N1CCOCC1	-4	4	2	3	8	2	2	-23	-6	-14	1
CN(Cc1ccccc1)c1oc(COc2ccccc2F)nc1C#N	3	6	-43	-18	2	-34	-9	7	-56	-10	12
O=C(CN(CC1CCCO1)C(=O)CCC(=O)Nc1ccccn1)NCc1ccccc1 (stereo unspecified)	-2	-20	20	1	5	5	-1	-4	-3	6	15
COc1ccc(S(=O)(=O)N(C)C)cc1NCC(=O)Nc1cccc2ccccc12	17	-1	-17	2	-6	2	-2	9	18	7	11
CCCOc1ccc(C(=O)NNC(=O)c2cccc(S(=O)(=O)N3CCN(C(C)=O)CC3)c2)cc1OC	-5	-7	-4	4	4	4	-10	-3	14	-2	18
COc1ccc(N2CCN(C(c3cc4cc(C)ccc4[nH]c3=O)c3nnnn3Cc3ccccc3)CC2)cc1 (stereo unspecified)	-10	-15	-5	-2	6	-11	12	2	6	10	1
COc1ccc(S(=O)(=O)N2CCCCC2)cc1NC(=O)CCNC(=O)c1ccc(Cl)cc1	-20	-11	3	-6	-1	-5	22	-8	18	1	-2
Nc1ccc(S(=O)(=O)c2ccc(N)cc2)cc1	-1	-4	-4	0	1	4	-8	4	0	-14	-4
CCOC(=O)N1CCN(Cc2nc3cc(NC(=O)C(C)C)ccc3n2CC)CC1	2	-7	-6	1	-6	14	6	12	0	-1	8
Cc1nnc(NC(=O)C2CC(=O)N(Cc3ccccc3)C2)s1 (stereo unspecified)	7	-2	-16	-10	3	-4	7	-21	14	-10	6
CCn1cnc2c1c(=O)n(Cc1ccc(C(=O)OC)cc1)c(=O)n2Cc1ccccc1	22	9	-9	5	-29	30	5	2	9	-13	9
CC(=O)c1cn(CCOc2cc(C)ccc2C)c2ccccc12	-7	21	0	0	3	100*	90*	17	38	43	55*
COc1cccc(-c2nc(CS(=O)(=O)CC(=O)NCC(C)c3ccccc3)c(C)o2)c1 (stereo unspecified)	-4	18	6	-1	6	24	7	5	6	11	11
COCCC(=O)Nc1ccc2c(c1)CN(C(=O)CCOC)CC2	2	3	13	-1	-35	3	-1	-3	2	-9	-16
Cc1cccc(SC2CCN(Cc3nc(CC4CC4)no3)CC2)c1	5	-16	-14	1	-5	-27	1	13	3	-11	13
CCOC(=O)C1CCN(C(=O)Cc2c(F)cccc2Cl)CC1	14	-6	1	0	-9	6	-2	2	13	3	13
Clc1ccc(CN2CCSCC2)cc1Cl	2	-11	-6	2	-2	2	-4	-6	-6	-1	7
COc1cccc(CN(C)CC(=O)Nc2cc3oc4ccccc4c3cc2OC)c1	6	18	7	-13	1	5	23	8	-12	-1	-15
COc1ccccc1C(=O)NCCC(=O)OCC(=O)Nc1ccc(S(N)(=O)=O)cc1	13	-7	7	-2	2	0	-6	5	-6	-1	-17
CC(NC(=O)COc1cccnc1[N+](=O)[O-])c1ccc(F)cc1 (stereo unspecified)	11	-21	-10	-1	13	-10	-5	-10	-8	1	-17
Cc1nc(S/C(=C/c2ccc(OCc3ccc(C(=O)O)cc3)cc2)C(=O)O)n[nH]1	3	-13	6	0	-2	11	-10	5	2	4	9
C[C@@H]1CCC[C@H](C)N1Cc1nc(Cc2ccccc2Cl)no1	-14	9	4	-1	7	1	0	-19	3	10	-10
C=CCN1C(=O)/C(=C/c2ccc(O)cc2)S/C1=N/c1nccs1	38	12	-19	0	-21	7	-29	20	6	-16	-8
CC(=O)c1cccc(N(C(=O)CNC(=O)c2ccco2)C(C(=O)NCc2ccco2)c2ccccc2)c1 (stereo unspecified)	-12	12	5	-1	-4	-4	-1	17	-3	11	16

Two entries drawn at random from the list so far, as already listed:
SMILES	CF NFkB block	TRAIL sens C8	TROY signal inh	LMP1 NFkB inh	KKLEB cytotox	TWEAK Fn14 block	Shn3 inh set2	SRC3 inh	NR5A2 inv ag	NCOA1 inh	COUP-TFII inh
CCn1cnc2c1c(=O)n(Cc1ccc(C(=O)OC)cc1)c(=O)n2Cc1ccccc1	22	9	-9	5	-29	30	5	2	9	-13	9
CCOc1cc(C(=O)Nc2ccccc2N2CCOCC2)ccc1OCC(=O)N1CCOCC1	-2	-3	5	4	-14	-8	4	-9	7	-29	20

(further entries)
SMILES	CF NFkB block	TRAIL sens C8	TROY signal inh	LMP1 NFkB inh	KKLEB cytotox	TWEAK Fn14 block	Shn3 inh set2	SRC3 inh	NR5A2 inv ag	NCOA1 inh	COUP-TFII inh
CCCN(CC(=O)Nc1ccccc1C)C(=O)c1ccc(NC2CC2)c([N+](=O)[O-])c1	-2	-3	-7	4	-4	-11	-2	15	9	13	-34
Cc1ccc(S(=O)(=O)NC(=O)c2cccc(N(C)C)c2)cc1	3	5	-2	-1	1	-12	10	-1	1	-8	-4
CC[C@]12C(=O)N(C)C[C@H]([C@@H]3C(=O)N(Cc4ccccc4)C(=O)[C@@H]31)N2C(=O)c1ccc(C(C)(C)C)cc1	0	-22	7	-7	15	0	-4	-38	21	-11	13
COCCNC(=O)C1CCC(CNS(=O)(=O)c2ccc(F)cc2)CC1 (stereo unspecified)	6	5	-15	6	5	8	9	8	16	-3	11
C/C(=N\NC(=O)C1COc2ccccc2O1)c1cc2ccccc2o1 (stereo unspecified)	-15	-4	-21	40*	15	5	-23	12	10	4	6
COc1ccc(C(C(=O)NC2CCCC2)N(Cc2ccc(C)cc2)C(=O)c2ccn[nH]2)cc1OC (stereo unspecified)	-2	-4	-6	1	12	-11	21	6	-17	4	-3
COC(=O)C(Cc1c[nH]c2ccccc12)N1CCS(=O)(=O)CC1 (stereo unspecified)	12	6	10	5	10	14	-3	6	-3	-18	5
O=C(N/N=C/c1ccc2c(c1)OCO2)c1cc(-c2ccccc2Cl)nc2ccccc12	5	-9	-10	-1	20	-5	13	12	2	0	6
O=C(Nc1ccc(Oc2ncccn2)cc1)c1ccco1	2	-8	-3	-6	-2	-26	-14	-15	-24	-6	-4
CSc1ccc(NC(=O)Nc2ccccc2C(N)=O)cc1	-19	0	-32	-8	-1	-8	-40	-31	-43	-19	-24
CCC(=O)Nc1ccc(C(=O)Nc2ccc(OC)cc2[N+](=O)[O-])cc1	-10	-2	-17	-1	-15	-47	3	10	2	-11	-4
O=C(Cc1ccc(F)cc1)NC1CCSC1=O (stereo unspecified)	6	-2	14	-4	-18	0	20	0	10	7	10
Cc1cccc(CN2CCC(CNC(=O)Nc3ccc(F)c(Cl)c3)CC2)c1	-8	-4	12	15	7	11	31	14	-11	-4	34
CN(CC(=O)Nc1ccc(N2CCOCC2)cc1)C(=O)CSc1ccc(F)cc1	-16	-1	-5	6	15	2	0	14	4	3	3
COc1ccc2cc(S(=O)(=O)c3ccccc3)c(=O)oc2c1	32	9	7	-6	-19	7	0	-20	-14	-2	5
CCCCn1nnnc1C1(C)CCC(=O)N1Cc1cccs1 (stereo unspecified)	/	-3	-5	/	/	4	/	/	-1	/	-2
Cc1ccc(C)c(OCC(=O)NCC2COc3ccccc3O2)c1 (stereo unspecified)	8	-1	7	-7	-1	-7	0	19	-6	0	-27
OC(c1ccc(F)cc1)c1nc(-c2ccc(F)c(Cl)c2)cs1 (stereo unspecified)	-10	-11	-42	/	-4	-19	-25	-46	4	-10	-11
Cc1cc(C(F)(F)F)nc(SCC(=O)NC2CCCCC2)n1	2	-30	15	1	3	12	-14	2	-3	9	7
COc1ccccc1-c1nc2c3ccccc3nc(=S)n2[nH]1	-8	-10	26	1	6	8	1	1	25	1	-9
O=C(COC(=O)c1ccccc1Nc1ccccc1)NCc1ccco1	-8	4	-24	0	0	15	16	20	7	-1	-14
O=S(=O)(Cc1ccccc1)N1CCN(Cc2ccc(Br)cc2)CC1	-12	4	15	0	5	-6	5	-8	23	-10	2
COc1ccc(Nc2nc3cc(C)ccc3cc2C#N)cc1	-15	1	1	-2	-4	0	24	0	9	4	4
COc1ccc(NC(=O)c2cc(-c3ccc(OC)c(OC)c3)on2)cc1OC	0	18	6	10	-2	-32	13	4	5	-3	-8
CCN1CCCC1CN(Cc1cc2ccc(C)cc2[nH]c1=O)C(=S)Nc1cccc(OC)c1 (stereo unspecified)	-29	3	-12	4	-7	18	6	-8	-6	-13	5
COc1ccc(OC)c(C(C(=O)NC2CCCCC2)N(C(=O)c2ccccn2)c2cccnc2)c1 (stereo unspecified)	19	2	-9	-8	4	11	-19	-4	8	6	18
CCn1cc(CNC(=O)CC2C(=O)NCCN2CC(c2ccccc2)c2ccccc2)cn1 (stereo unspecified)	16	7	24	-32	2	2	-18	11	1	2	-13
COc1cccc(-c2cc3nc4c(c(NCC(C)(C)CN(C)C)n3n2)CCCC4)c1	-3	12	81*	-7	7	61*	-14	-1	-93	-21	4
CN1CCc2nc(NC(=O)c3cccc(OC(F)F)c3)sc2C1	-14	15	-22	-1	4	-15	-13	-18	-21	-28	-19
COc1ccc(-n2ccnc2SCC(=O)NCc2ccc(F)cc2)c(OC)c1	-24	-3	-4	6	-6	26	24	4	-4	-9	13
Cc1cc(C)c2c(CN3CCC(C)CC3)cc(=O)oc2c1	-4	-5	-62	-8	3	-23	-52	-47	-45	-30	5
CNc1cc(N2CCCCCC2)ccc1[N+](=O)[O-]	20	16	-32	-3	0	-12	8	16	38	-11	-3
CCn1cc(-c2nnnn2-c2ccc(Cl)cc2)c(=O)c2ccccc21	-9	-20	-70	-4	-14	-24	3	10	6	-11	11
CCN(CC(=O)Nc1ccc(NC(C)=O)cc1)C(=O)CC1OC(=O)c2ccccc21 (stereo unspecified)	8	-18	-4	1	-2	8	6	-7	9	11	9
Clc1ccc(Sc2ccc(/C=N/n3cnnc3)o2)cc1	3	-1	-19	-4	-3	-25	-1	5	14	8	-7
CCCCC(=O)Nc1ccc(C(=O)Nc2nc(CC(=O)OCC)cs2)cc1	-3	10	-1	-3	0	-10	-16	19	-6	4	5
Cn1c(C(=O)OCC(=O)NCc2cccs2)cc2sccc21	18	19	-32	2	-9	0	-8	7	13	14	12
C=CCOc1ccc(C(=O)Nc2ccccc2C(=O)NCc2cccnc2)cc1	17	18	4	-1	-14	3	4	13	-4	-47	7

High-throughput results deposited in PubChem by several laboratories.

An excerpt, so the mix of outcomes need not match the whole.
